# Compound activity from PubChem.
# Kir21 inh: inhibitors of mouse Kir2.1 inward-rectifier potassium channel; HEK293-Kir2.1, FluxOR thallium flux fluorescence; active compounds read low; Inward rectifier potassium channel 2 (Mus musculus), P35561; B-score at 10 µM; AID 1672, 2009; 0.85% of 310,000 active;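 active means fluorescence ratio B-score at or below minus 3 SD of library scores, with starting-brightness B-score within 2 SD, cut at about -4.2 in these data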;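 further: channel flux triggered by added potassium and thallium sulfate stimulus; B-score of peak minus minimum fluorescence over baseline after thallium stimulus; more negative B-score means stronger Kir2.1 block with less thallium influx; some compounds called inactive have numbers as strong as hits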
# STK33 kinase inh: inhibitors of purified STK33 kinase, primary screen, biochemical, ADP-Glo luminescence, homogeneous, cell-free; MBP phosphorylation; inhibition, % at 10 µM; 0.073% of 320,000 active; AID 2661, 2010;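 active means inhibition at or above 25%, using the most active replicate where run in duplicate; inactive means inhibition below 25%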
# Target sequence (Q9BYT3 whole entry, looked up): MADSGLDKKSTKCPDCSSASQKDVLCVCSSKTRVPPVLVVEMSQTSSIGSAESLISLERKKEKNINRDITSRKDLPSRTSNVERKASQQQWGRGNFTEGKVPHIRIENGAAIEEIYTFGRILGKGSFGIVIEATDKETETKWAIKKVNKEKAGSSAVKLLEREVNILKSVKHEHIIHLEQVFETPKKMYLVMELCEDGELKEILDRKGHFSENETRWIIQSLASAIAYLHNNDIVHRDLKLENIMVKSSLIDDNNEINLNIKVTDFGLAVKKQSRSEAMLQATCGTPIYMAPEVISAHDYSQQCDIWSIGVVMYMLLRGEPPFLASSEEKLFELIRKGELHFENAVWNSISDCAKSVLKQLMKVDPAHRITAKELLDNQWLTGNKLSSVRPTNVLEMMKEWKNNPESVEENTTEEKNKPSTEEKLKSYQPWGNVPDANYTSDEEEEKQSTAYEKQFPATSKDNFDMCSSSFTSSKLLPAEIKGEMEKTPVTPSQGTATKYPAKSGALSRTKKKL
# * = called active by the depositor; . = not tested or not shown.
1	Cc1cccn2c(=O)c3cc(C(=O)NC4CCCC4)c(=N)n(CC4CCCO4)c3nc12 (stereo not given)
2	Cc1ccc(SCC(=O)c2c(C)nc3cc(C)ccn23)cc1
3	O=S(=O)(Cc1ncc(C(F)(F)F)cc1Cl)c1ccccc1
4	Cc1ccnc(N/C=C(/NC(=O)c2ccccc2)C(=O)N/N=C\c2ccc(F)cc2)n1
5	Cc1ccc(CNC(=O)C2CCCC2)cc1
6	O=C1CCCc2c1cc(C(=O)Nc1ccc(Cl)cn1)c(=O)n2-c1ccccc1

assay / compound | 1 | 2 | 3 | 4 | 5 | 6
STK33 kinase inh | 1.1 | -2.2 | -0.3 | -0.8 | -1.8 | -2.7
Kir21 inh | -0.52 | 0.04 | 0.29 | -2.6 | 1.6 | 0.08

7	CCN(CC(=O)Nc1c(F)cccc1F)C(=O)c1n[nH]c2ccccc12
8	COC(=O)C(Cc1ccc(O)cc1)NC(=O)CCC(=O)Nc1ccc(S(N)(=O)=O)cc1 (stereo not given)
9	CC(=O)Nc1ccc(SCC(=O)Nc2ccc(Cl)cn2)cc1
10	COCc1c(C(=O)Nc2ccc(Cl)cc2F)oc2ccccc12
11	COc1ccc(/C(C)=N/NC(=O)c2nnn(-c3nonc3N)c2-c2ccccc2)cc1
12	COC(=O)c1ccc2nc(Nc3nc4c(F)cc(F)cc4s3)sc2c1

assay / compound | 7 | 8 | 9 | 10 | 11 | 12
STK33 kinase inh | 0.9 | -0.2 | -0.3 | -1.9 | 0.0 | -0.1
Kir21 inh | 3.6 | -0.02 | -0.35 | 2.2 | -0.51 | -0.49

13	COc1ccc(C(=O)NCC(=O)Nc2cccc(S(=O)(=O)NCc3ccco3)c2)cc1OC
14	Cc1ccc(C)c2[nH]c(=O)c(CN(Cc3ccco3)S(=O)(=O)c3ccc4c(c3)OCCO4)cc12
15	CS(=O)(=O)N1CCN(C(=O)C(Sc2ccccc2)c2ccccc2)CC1 (stereo not given)
16	Cc1ccccc1N1C(=O)CC(c2c[nH]c3ccccc23)C1=O (stereo not given)
17	Cc1nnc(N2C(=O)C(O)=C(C(=O)c3ccco3)C2c2ccc(F)cc2)s1 (stereo not given)
18	CN(C)c1ccc(CNC2CC(C)(C)NC(C)(C)C2)cc1

assay / compound | 13 | 14 | 15 | 16 | 17 | 18
STK33 kinase inh | -1.1 | 0.0 | -0.8 | . | -1.6 | -1.8
Kir21 inh | -0.14 | -0.25 | -0.34 | 1.1 | -0.67 | -1.2

19	O=[N+]([O-])c1ccc(Cl)c(/C=N/Nc2nc(N3CCOCC3)nc(N3CCOCC3)n2)c1
20	COc1ccc(CNC(=O)C2CCN(S(=O)(=O)c3ccc4c(c3)NC(=O)C(C)S4)CC2)cc1 (stereo not given)
21	COc1ccc(NC(=O)CSc2nc(N)c(C(=O)Nc3ccc(N(C)C)cc3)s2)cc1
22	CCOC(=O)CSc1nnc(CSc2nc3sc4c(c3c(=O)[nH]2)CCC4)n1C
23	FC(F)(F)c1ccccc1-n1ccnc1
24	O=C(Nc1ccc2c(c1)OCO2)C1CCCCN1S(=O)(=O)c1ccc(F)cc1 (stereo not given)

assay / compound | 19 | 20 | 21 | 22 | 23 | 24
STK33 kinase inh | -1.2 | 0.4 | -1.8 | -1.2 | -1.3 | -0.8
Kir21 inh | 0.11 | -0.62 | . | -1.5 | . | -4.2

25	CCOc1cc(N2CCOCC2)c(OCC)cc1NC(=O)c1cc(S(=O)(=O)N2CCOCC2)ccc1C
26	C=CCOc1c(Br)cc(/C=N/NC(N)=O)cc1OC
27	CCN(c1cccc(C(F)(F)F)c1)S(=O)(=O)c1ccc2c(c1)CCN2C(C)=O
28	c1cc2c(c(NCc3ccncc3)c1)CCCC2
29	O=C(C1=C[C@H](c2ccc(C(F)(F)F)cc2)C[C@H](OCc2ccc(CO)cc2)O1)N1CCOCC1
30	Cc1nn2c(-c3ccccc3)nnc2c2ccccc12

assay / compound | 25 | 26 | 27 | 28 | 29 | 30
STK33 kinase inh | 1.3 | -0.9 | -1.3 | 0.9 | -0.8 | -1.6
Kir21 inh | . | 0.88 | -1.7 | 0.75 | -0.19 | .

# 16 entries from above, ordered by SMILES length, smallest number first.
23	FC(F)(F)c1ccccc1-n1ccnc1
28	c1cc2c(c(NCc3ccncc3)c1)CCCC2
30	Cc1nn2c(-c3ccccc3)nnc2c2ccccc12
26	C=CCOc1c(Br)cc(/C=N/NC(N)=O)cc1OC
18	CN(C)c1ccc(CNC2CC(C)(C)NC(C)(C)C2)cc1
16	Cc1ccccc1N1C(=O)CC(c2c[nH]c3ccccc23)C1=O (stereo not given)
12	COC(=O)c1ccc2nc(Nc3nc4c(F)cc(F)cc4s3)sc2c1
15	CS(=O)(=O)N1CCN(C(=O)C(Sc2ccccc2)c2ccccc2)CC1 (stereo not given)

assay / compound | 23 | 28 | 30 | 26 | 18 | 16 | 12 | 15
STK33 kinase inh | -1.3 | 0.9 | -1.6 | -0.9 | -1.8 | . | -0.1 | -0.8
Kir21 inh | . | 0.75 | . | 0.88 | -1.2 | 1.1 | -0.49 | -0.34

22	CCOC(=O)CSc1nnc(CSc2nc3sc4c(c3c(=O)[nH]2)CCC4)n1C
17	Cc1nnc(N2C(=O)C(O)=C(C(=O)c3ccco3)C2c2ccc(F)cc2)s1 (stereo not given)
21	COc1ccc(NC(=O)CSc2nc(N)c(C(=O)Nc3ccc(N(C)C)cc3)s2)cc1
13	COc1ccc(C(=O)NCC(=O)Nc2cccc(S(=O)(=O)NCc3ccco3)c2)cc1OC
25	CCOc1cc(N2CCOCC2)c(OCC)cc1NC(=O)c1cc(S(=O)(=O)N2CCOCC2)ccc1C
20	COc1ccc(CNC(=O)C2CCN(S(=O)(=O)c3ccc4c(c3)NC(=O)C(C)S4)CC2)cc1 (stereo not given)
14	Cc1ccc(C)c2[nH]c(=O)c(CN(Cc3ccco3)S(=O)(=O)c3ccc4c(c3)OCCO4)cc12
29	O=C(C1=C[C@H](c2ccc(C(F)(F)F)cc2)C[C@H](OCc2ccc(CO)cc2)O1)N1CCOCC1

assay / compound | 22 | 17 | 21 | 13 | 25 | 20 | 14 | 29
STK33 kinase inh | -1.2 | -1.6 | -1.8 | -1.1 | 1.3 | 0.4 | 0.0 | -0.8
Kir21 inh | -1.5 | -0.67 | . | -0.14 | . | -0.62 | -0.25 | -0.19

# Carrying on:
31	CCCNc1c(NC(=O)c2cccs2)c(=O)oc2ccccc12
32	CCOc1ccc(CC(=O)Nc2ccc(NC(=O)c3ccco3)cc2)cc1OCC
33	CN1CCCN(C(=O)/C=C/c2ccc(F)cc2)CC1
34	O=C(NC(=O)c1cccc(F)c1)Nc1nc(-c2ccc(F)cc2)cc(C(F)(F)F)n1
35	C[C@H](O)c1[nH]c2cc(F)ccc2c1[C@H](C)O
36	O=C1C2CCCN2C(=O)N1CCCCN1CCN(c2cccc(C(F)(F)F)c2)CC1 (stereo not given)

assay / compound | 31 | 32 | 33 | 34 | 35 | 36
STK33 kinase inh | -1.4 | . | -0.9 | 0.6 | -1.0 | -1.6
Kir21 inh | 1 | 1.4 | -1.7 | -1.2 | 0.72 | -0.62

37	COc1ccccc1NC(=O)C(C)NS(=O)(=O)c1ccccc1 (stereo not given)
38	COc1ccc(/C=C/C(=O)Nc2ccccc2Cl)cc1S(=O)(=O)N1CCOCC1
39	CCc1ccc(NC(=O)CCNC(=O)Cn2cnc3ccccc3c2=O)cc1
40	Oc1ccc(/C=C/c2ccc3ccccc3n2)cc1
41	CC1CCCC(C)N1C(=O)CSc1nc2c(c(=O)n(C)c(=O)n2C)n1C (stereo not given)
42	CCCSc1nc2c(c(=O)[nH]c(=O)n2C)n1Cc1ccc(C)cc1

assay / compound | 37 | 38 | 39 | 40 | 41 | 42
STK33 kinase inh | -0.3 | -0.9 | -1.4 | 6.2 | -1.4 | -1.0
Kir21 inh | 0.23 | -0.14 | -0.87 | 1.9 | -0.25 | 1.8

43	Cc1ccc(C23CC4CC(CC(C(=O)N5CCN(C)CC5)(C4)C2)C3)cc1
44	Cc1ccc(-c2nnn(CC(=O)N(c3cccc(F)c3)C(C(=O)NC(C)(C)C)c3ccco3)n2)o1 (stereo not given)
45	CCC(C)c1ccc(NC(=O)COC(=O)c2nc3nccc(C)n3n2)cc1 (stereo not given)
46	Cc1c(C(=O)OCCOc2ccccc2)[nH]c2c1C(=O)CCC2
47	CC(C)c1ccccc1NS(C)(=O)=O
48	Cc1ccc(C(=O)Nc2nccs2)cc1

assay / compound | 43 | 44 | 45 | 46 | 47 | 48
STK33 kinase inh | -1.2 | 2.3 | -1.5 | 2.0 | -0.1 | 0.7
Kir21 inh | -3.2 | -1.1 | 1.1 | -0.47 | -0.94 | -1.3

49	Cc1ccc(S(=O)(=O)Oc2ccc(/C=C(/NC(=O)c3ccccc3)C(=O)O)cc2)cc1
50	NNC(=O)c1csc(-c2ccccc2)n1
51	CCCS(=O)(=O)NCc1ccc2c(c1)cc(C)n2C
52	Cc1cc(C)cc(NC(=O)[C@H](NC(=O)[C@@H]2Cc3ccccc3CN2)c2ccccc2)c1
53	Cc1nc2ccccn2c1C(=O)NC1CCCC1
54	CCOc1ccccc1-c1nnc(SCC(=O)NC2CC2)n1CC

assay / compound | 49 | 50 | 51 | 52 | 53 | 54
STK33 kinase inh | -1.5 | -1.1 | 0.3 | -2.0 | -0.8 | -1.9
Kir21 inh | -0.1 | -0.54 | 2.1 | -0.74 | -0.43 | -0.11

55	CCN(CC)S(=O)(=O)c1ccc(N2CCCC2)c(NC(=O)CN2C(=O)NC3(CCCC3)C2=O)c1
56	CC1(c2ccccc2)NC(=O)N(CC(=O)N2CCN(S(=O)(=O)c3cccc([N+](=O)[O-])c3)CC2)C1=O (stereo not given)
57	O=C(NCCc1ccc(Cl)cc1)c1cc(-c2ccccn2)nc2ccccc12
58	NNC(=O)c1nc(-c2ccccc2)cc(-c2ccccc2)n1
59	COc1cccc(NC(=O)c2ncc(Cl)c(Cl)c2Cl)c1
60	COc1cccc(NC(=S)N(CCN(C)C)Cc2cccs2)c1

assay / compound | 55 | 56 | 57 | 58 | 59 | 60
STK33 kinase inh | 0.2 | -2.1 | 0.1 | -0.3 | -0.9 | -2.0
Kir21 inh | 0.01 | 2.5 | -0.08 | 2 | 0.22 | 1.4

61	O=C(c1cc2sccc2n1Cc1ccccc1)N1CCCc2ccccc21
62	CCOC(=O)C1=C(CSc2nc3c(cc2C#N)CN(C)CC3)OC(N)=C(C#N)C1c1ccc(Cl)cc1 (stereo not given)
63	CCN1CCCC1CN(Cc1cc2ccc(C)cc2[nH]c1=O)C(=S)Nc1ccc(OC)cc1OC (stereo not given)
64	C[C@@H](C(=O)Nc1ccc2ccccc2c1)[C@H]1C[C@]1(C)[C@H](NS(=O)(=O)c1ccccc1)c1ccccc1
65	Cc1cc(C(C)(C)C)ccc1OCCN1CCCC1

assay / compound | 61 | 62 | 63 | 64 | 65
STK33 kinase inh | -0.7 | 0.5 | -1.1 | -0.8 | -0.8
Kir21 inh | 0.15 | 0.38 | -1.6 | . | -0.22

# Random draw from the library; about 0.84% have a hit in one of these screens.
